L3MBTL1 block: qHTS Assay for the Inhibitors of L3MBTL1. actives 0.66% (n = 230,000). AlphaScreen L3MBTL1–H3K9me1 peptide binding. Potency, µM (series often up to 57.1 µM), without a hit: top-dose activity, negative = inhibition, most hits filed as inhibitors; further: potency means the concentration at half of the fitted maximal effect; on the % scale 0 is the no-effect control and ±100 the full control effect; nearly all actives have a fitted effect of over 60% in size
Target sequence (Q9Y468 whole entry, looked up): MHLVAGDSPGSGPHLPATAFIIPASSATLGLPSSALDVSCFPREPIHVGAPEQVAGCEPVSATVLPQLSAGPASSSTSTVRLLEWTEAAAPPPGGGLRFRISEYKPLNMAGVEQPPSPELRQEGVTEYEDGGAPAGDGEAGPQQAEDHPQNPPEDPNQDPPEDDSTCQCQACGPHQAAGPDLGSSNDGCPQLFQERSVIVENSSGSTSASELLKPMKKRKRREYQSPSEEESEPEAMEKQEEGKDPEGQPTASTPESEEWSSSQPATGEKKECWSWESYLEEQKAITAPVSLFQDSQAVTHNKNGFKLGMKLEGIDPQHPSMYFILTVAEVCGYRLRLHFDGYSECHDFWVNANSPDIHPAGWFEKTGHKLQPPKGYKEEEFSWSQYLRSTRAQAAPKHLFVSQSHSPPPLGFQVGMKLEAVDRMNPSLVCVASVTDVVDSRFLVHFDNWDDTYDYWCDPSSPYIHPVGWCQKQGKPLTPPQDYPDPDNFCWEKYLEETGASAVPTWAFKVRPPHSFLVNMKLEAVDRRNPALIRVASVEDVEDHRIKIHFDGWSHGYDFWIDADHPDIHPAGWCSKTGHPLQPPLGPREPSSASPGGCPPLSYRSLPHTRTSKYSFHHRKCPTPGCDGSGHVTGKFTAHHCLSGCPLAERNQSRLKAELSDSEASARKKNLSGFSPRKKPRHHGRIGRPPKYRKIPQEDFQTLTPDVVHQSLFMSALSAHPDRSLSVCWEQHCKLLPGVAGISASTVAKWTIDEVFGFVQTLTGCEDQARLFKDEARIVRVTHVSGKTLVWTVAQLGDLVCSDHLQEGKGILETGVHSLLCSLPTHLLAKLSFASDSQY
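L3MBTL1 (50 nM) pre-complexed 30 min with biotinylated H3(1-15)K9me1 peptide (75 nM), then compounds added for 30 min at room temperature; AlphaScreen streptavidin donor/nickel chelate acceptor beads (10 ug/mL final) read after 30 min dark incubation.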
Epigenetic reg: Quantitative High-Throughput Screen for Regulators of Epigenetic Control; murine LDR cells, GFP reporter derepression, 30 h; Potency, µM (titrated, usually from 53.9 µM), without a hit: at the top dose GFP activation, hits mostly activators; actives 0.2% (n = 280,000); further: potency means the concentration at half of the fitted maximal effect; % of control where 0% means no effect; nearly all actives have a fitted effect of over 60% in size
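Murine LDR cells bearing a silenced CMV-driven GFP reporter were exposed to compound for 30 h at 37 C. After PBS washes, GFP-positive cells (20-120 um objects) counted by laser-scanning microplate cytometry.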
KinaseGlo FLuc: Counterscreen for Luciferase (Kinase-Glo TM) Inhibition. Luciferin 4-monooxygenase (Photuris pensylvanica), Q27757. Kinase-Glo luciferase, ATP luminescence, 8 min. Potency, µM (doses to about 38.3 µM), without a hit: at the top dose activity change, negative = inhibition, usual class: inhibitors. actives 0.28% (n = 200,000); further: potency means the concentration at half of the fitted maximal effect; on the % scale 0 is the no-effect control and ±100 the full control effect; nearly all actives have a fitted effect of over 60% in size
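Luminescence was the read-out, taken after 8-minute incubation at ambient temperature. Luciferase turned over luciferin with 10 uM ATP in imidazole pH 7.2 buffer containing KCl, MgCl2, Tween 20 and BSA.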
CBFb-RUNX1 inh: qHTS Assay for Compounds Blocking the Interaction Between CBF-beta and RUNX1 for the Treatment of Acute Myeloid Leukemia; AID 1477, 2009; AlphaScreen CBFb-His/RUNX1-biotin binding, biochemical; Runt-related transcription factor 1 (Homo sapiens) + Core-binding factor subunit beta …; 230,000 tested, under 10 active; Potency, µM (doses to about 59.8 µM), without a hit: at the top dose activity, negative = inhibition, hits mostly inhibitors; further: % of control where 0% means no effect
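Compounds were screened at multiple concentrations against a preformed CBF-beta(His)/RUNX1(biotin) complex (30 nM of each) for 15 min at room temperature, followed by 90 min with nickel and streptavidin beads and AlphaScreen reading.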
HTT aggregate: qHTS Multiplex Assay to Identify Dual Action Probes in a Cell Model of Huntington: Aggregate Formation (GFP); PC12 HttQ103-GFP aggregates, Acumen cytometry, 40 h; Potency, µM (top dose mostly 46.1 µM), for inactives: top-dose activity change, negative = inhibition, most hits filed as inhibitors; actives 1.1% (n = 220,000); AID 1688, 2009; further: potency means the concentration at half of the fitted maximal effect; on the % scale 0 is the no-effect control and ±100 the full control effect; nearly all actives have a fitted effect of over 60% in size
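Multiplexed with ATP-based cell death, this channel scores GFP aggregates in PC12 cells expressing inducible HTTex1-Q103-GFP. Induction used 100 nM tebufenozide; compounds were tested in concentration series.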
NPSR antag: qHTS Assay for Antagonists of the Neuropeptide S Receptor: cAMP Signal Transduction. actives 1% (n = 220,000). Potency, µM (doses to about 38.3 µM), for the others: at the highest dose activity change, negative = inhibition, actives largely listed as inhibitors. Q6W5P4. AID 1461, 2008. CHO-NPSR cells, cAMP TR-FRET, antagonist mode; further: potency means the concentration at half of the fitted maximal effect; on the % scale 0 is the no-effect control and ±100 the full control effect; nearly all actives have a fitted effect of over 50% in size; many of its hits are not listed in these tables
IMPase Li inh: qHTS Assay for Identifying the Cell-Membrane Permeable IMPase Inhibitors: Potentiation with Lithium | CHO-M1 cells, IP1 TR-FRET (IP-One), carbachol + lithium | Potency, µM (top dose mostly 59.4 µM), without a hit: at the highest dose activity, negative = IMPase inhibition, hits mostly inhibitors | actives 0.35% (n = 210,000) | AID 1457, 2008;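 further: IP1 builds up when IMPase is blocked and the TR-FRET signal falls; potency means the concentration at half of the fitted maximal effect; plate controls were basal vehicle for no effect and high inhibitor control for full effect; nearly all actives have a fitted effect of over 50% in size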
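Steps: plate 2000 CHO-M1 cells per well and culture 16–30 h; add compound and lithium; incubate 30 min, 37C; add d2-IP1 tracer and Eu cryptate anti-IP1 antibody in lysis buffer; read after 10 min at room temperature.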
The depositor's hits bear a star; ? = inconclusive; . = no result given; [ ] = another dose, or the depositor's remark. The call rests on the fitted dose curve; in most records, active means well fitted curve in the direction sought with a large enough effect; inconclusive means small, poorly fitted or top-dose-only effect, or another doubt; inactive means no such curve, though single readings can be large; an effect the other way counts as inactive or inconclusive. These rows are one share of the data; the hit share may differ from the screen's.

SMILES | L3MBTL1 block | Epigenetic reg | KinaseGlo FLuc | CBFb-RUNX1 inh | HTT aggregate | NPSR antag | IMPase Li inh
Cc1ccc(-c2c(C#N)c(N)nc3c2CCCCC3)cc1 | . | -1.0% | 1% | -2% | 25%[9.22 µM] | -13%[46.1 µM] | -3%[38.3 µM]
CCOc1ccc(NC(=O)C(C)O)c(NS(=O)(=O)c2ccc(CCNC(C)=O)cc2)c1 (configuration not stated) | . | 3.4% | 6% | 1% | 0% | -6%[46.1 µM] | 27%[38.3 µM]
COC(=O)c1ccccc1NC(=O)COC(=O)CSCC(=O)N1CCOCC1 | 7% | -2.4% | 0% | 8% | 5% | -4%[46.1 µM] | -6%[38.3 µM]
COc1ccc(-c2nn(-c3ccccc3C)cc2CNC(C)c2cn(C)nc2C)cc1F (configuration not stated) | 3% | 3.1% | -2% | 1% | 19%[9.22 µM] | 4% | 21%
Cn1cccc1CC(=O)N/N=C/c1ccc([N+](=O)[O-])cc1 | -16% | -1.3% | . | -23% | -4%[9.22 µM] | 7% | .
COc1ccc(CNC(=O)c2cccc(-c3ccc(C)c4ccccc34)n2)cc1 | -7% | -2.9% | -5% | 23%[2.36 µM] | 1% | -13% | 21%
CC(C)(O)C#Cc1ccc(C(=O)N2CCN(c3ccc([N+](=O)[O-])cc3)CC2)cc1 | -5% | -4.8% | 3% | -17% | ? | 9% | 16%
COc1ccc(CCNC(=O)C2CC(=O)N(c3ccc(F)cc3)C2)cc1OC (configuration not stated) | 1% | 0.0% | -7% | 0% | -3% | -7%[46.1 µM] | -1%[38.3 µM]
C=CCNc1sc(C(=O)c2ccc(Br)s2)c(N)c1C#N | . | 4.0% | -4% | 4% | 5% | -6%[46.1 µM] | 10%[38.3 µM]
Nc1c(-c2ccsc2)cnc2ncnn12 | -6% | -1.3% | -1% | 4% | 20% | 17% | -7%
CCc1cc(C(=O)Nc2ccccc2)cs1 | . | 0.0% | -7% | 5% | -5% | -8%[46.1 µM] | 15%[38.3 µM]
CCCCc1nc2c(=O)[nH]c3ccccc3c2o1 | 4% | -0.1% | 0% | 5% | 15% | 0%[46.1 µM] | 8%[38.3 µM]
Cc1ccc(OCCn2cnc3c(N)ncnc32)cc1 | 3% | 5.2% | 1% | 4% | -10% | 1%[46.1 µM] | -9%[38.3 µM]
O=C(Cn1c(COc2ccccc2)nc2ccccc21)Nc1cc(Cl)ccc1Cl | 6% | -3.0% | -1% | -1% | 6% | 3% | 3%
CC(C)(C)NC(=O)C(c1ccccn1)N(C(=O)C1CSC(=O)C1)c1cccc(F)c1 (configuration not stated) | . | 0.1% | 15% | 2% | -6% | 0% | 2%
COc1ccc(/C=C(/C#N)C(=O)Nc2cc(C)ccc2C)cc1C(=O)O | 41%[activator] | -1.2% | -1% | -2% | 9% | -14%[46.1 µM] | 0%[38.3 µM]
FC(F)(F)c1cccc(NC(=S)N2CCN(c3ccccc3)CC2)c1 | 2% | -0.9% | -3% | 6% | 5% | -8% | -3%
Cc1ccc(-n2c(N)c(C(=O)Nc3c(C)n(C)n(-c4ccccc4)c3=O)c3nc4ccccc4nc32)cc1C | -3% | -1.0% | 2% | -3% | ? | -44% | -3%
O=C(O)CCC(=O)NC(c1ccccc1)c1ccccc1 | 3% | 3.2% | -7% | 5% | . | 2% | -7%
O=C(CSc1nnc(-c2c[nH]c3ccccc23)o1)N1CCCCC1 | 2% | 0.0% | -1% | 3% | 7% | -3%[46.1 µM] | -14%[38.3 µM]
Cn1nnnc1SCc1nnc(-c2ccc(F)cc2)o1 | . | -1.0% | -4% | 10% | 5% | 3%[46.1 µM] | -5%[38.3 µM]
Cc1ccc(C(C)C)c(OCc2ccc(C(=O)N/N=C/c3ccc(C(=O)O)cc3)cc2)c1 | . | 0.0% | . | 21% | 3%[9.22 µM] | -38% | .
CCS(=O)(=O)c1ccc(C(=O)Nc2ccccc2OC)c(Cl)c1Cl | 7% | -3.6% | 1% | -4% | -1% | -9% | 8%
CCCN(CCO)Cc1ccc(Cl)c(Cl)c1 | . | -0.2% | 1% | 1% | -11% | -1%[46.1 µM] | 31%[38.3 µM]
CC(C)N1C(=O)/C(=C\c2nc3ccccc3c(=O)n2-c2ccccc2)c2ccccc21 | -29% | 0.0% | -2% | ? | ? | -41% | 5%

4 records drawn at random from those above:
SMILES | L3MBTL1 block | Epigenetic reg | KinaseGlo FLuc | CBFb-RUNX1 inh | HTT aggregate | NPSR antag | IMPase Li inh
Cc1ccc(-n2c(N)c(C(=O)Nc3c(C)n(C)n(-c4ccccc4)c3=O)c3nc4ccccc4nc32)cc1C | -3% | -1.0% | 2% | -3% | ? | -44% | -3%
Cc1ccc(-c2c(C#N)c(N)nc3c2CCCCC3)cc1 | . | -1.0% | 1% | -2% | 25%[9.22 µM] | -13%[46.1 µM] | -3%[38.3 µM]
COc1ccc(CCNC(=O)C2CC(=O)N(c3ccc(F)cc3)C2)cc1OC (configuration not stated) | 1% | 0.0% | -7% | 0% | -3% | -7%[46.1 µM] | -1%[38.3 µM]
CCCN(CCO)Cc1ccc(Cl)c(Cl)c1 | . | -0.2% | 1% | 1% | -11% | -1%[46.1 µM] | 31%[38.3 µM]

(more compounds)
SMILES | L3MBTL1 block | Epigenetic reg | KinaseGlo FLuc | CBFb-RUNX1 inh | HTT aggregate | NPSR antag | IMPase Li inh
CCCCNC(=O)c1onc(CSc2cc(C)ccc2C)c1C(=O)O | -1% | -1.0% | 11% | 4% | 3% | -9%[46.1 µM] | -7%[38.3 µM]
CCC(=O)NC(=S)Nc1ccc(NC(=O)CC)cc1 | 3% | -1.3% | -1% | 6% | -10% | 7% | -5%
C=CCn1c(O)c(N=NC(=O)CNC(=O)c2cccs2)c2ccccc21 | 3% | 0.0% | 2% | 0% | 29% | -10% | 5%
COc1ccc(N=C2SC(CC(=O)Nc3ccccc3)C(=O)N2CCN2CCOCC2)cc1 (configuration not stated) | -4% | 0.4% | 5% | 5% | 17% | -13% | -2%
Fc1ccc(-c2nc3c(Cl)cc(C(F)(F)F)cn3c2Cl)cc1 | 2% | -1.1% | -2% | 2% | -8% | -4%[46.1 µM] | -6%
CS(=O)(=O)Nc1ccc(S(=O)(=O)N2CCOCC2)cc1 | 0% | 0.1% | -4% | 0% | -8% | -12%[46.1 µM] | -8%[38.3 µM]
O=C(NNC(=O)c1ccco1)c1cccc([N+](=O)[O-])c1 | 11% | 0.0% | 0% | 3% | 4% | -3%[46.1 µM] | 1%[38.3 µM]
O=[N+]([O-])c1ccc(/C=N/Nc2cc(Cl)nc(-c3ccccc3)n2)cc1 | 2% | 3.6% | -4% | 4% | 12% | -1%[46.1 µM] | 5%[38.3 µM]
Cc1ccc(NCc2n[nH]c(=S)n2-c2cccc(Cl)c2)cc1 | . | 6.1% | 13% | -7% | -2% | -13% | -1%
CN(C)S(=O)(=O)c1cc([N+](=O)[O-])ccc1N1CCCCCC1 | -12% | 3.0% | 0% | -18% | -7% | -18%[46.1 µM] | 1%[38.3 µM]
Cc1ccc(NC(=O)CN(C)CC(=O)Nc2ccc(N3CCOCC3)cc2)cc1F | -3% | 1.3% | -1% | -1% | 20% | 3% | 0%
O=C(O)C1CCC[C@@H]2[C@@H]3CC(CN12)[C@@H]1CCCCN1C3 (some centres not stated) | . | -1.1% | 0% | -13% | . | . | 4%
COc1cc(NS(=O)(=O)c2ccc(NC(=O)c3ccco3)cc2)nc(OC)n1 | 15% | -3.2% | 1% | 6% | -4% | -13%[46.1 µM] | 10%[38.3 µM]
Cc1ccc(-c2noc(CN3CCC(C(N)=O)CC3)n2)cc1 | -3% | -1.2% | 1% | -4% | 1% | -6%[46.1 µM] | -15%[38.3 µM]
OC(COCCC12CC3CC(CC(C3)C1)C2)CN1CCCCC1 (configuration not stated) | . | -3.0% | 6% | 0% | 16%[9.22 µM] | -6%[46.1 µM] | -3%[38.3 µM]
O=S(=O)(c1cccc(C(F)(F)F)c1)N1CCN(c2cnccn2)CC1 | 0% | 7.0% | 1% | 11% | -6% | -3% | 4%
CCCCN(C)C(=O)CS(=O)(=O)Cc1nc(-c2cccc(OC)c2)oc1C | -8% | -0.8% | 5% | 9% | -11% | -5%[46.1 µM] | 30%[38.3 µM]
CN(CC(=O)Nc1ccccc1[N+](=O)[O-])Cc1ccc(Br)cc1 | . | 0.0% | 3% | -29% | 0% | -16% | 12%
COC(=O)c1c(NC(=O)CN2CCN(c3ccccc3)CC2)c2c(C)cccc2n1C | -9% | -1.7% | -1% | -7% | 5% | -8%[46.1 µM] | -6%[38.3 µM]
CCn1c(SCc2nc3cc(OC)c(OC)cc3c(=O)[nH]2)nc2ccccc21 | 6% | 2.4% | 0% | 0% | -13% | 6% | 14%
CCOC(=O)c1[nH]ncc1CN1CCC(Cc2ccccc2)(C(=O)OCC)CC1 | 6% | 0.8% | . | 4% | -10%[9.22 µM] | 8% | .
O=C(NCC(F)(F)F)Nc1ncccn1 | 3% | -6.0% | . | -2% | -3% | 5%[46.1 µM] | .
CCN(c1ccccc1)S(=O)(=O)c1cccc(C(=O)OCc2nc3sc(C)c(C)c3c(=O)[nH]2)c1 | -13% | -1.0% | 1% | -9% | 16% | ? | 50%[activator]
CCOC(=O)N1CCN(C(=O)C2CCN(C(=O)c3cc4sccc4n3CC)CC2)CC1 | 4% | -1.0% | 3% | 9% | ? | 7% | 2%
Cc1cc(CN2CCN(CCC#N)CC2)c(O)c(C2(C)CCCCC2)c1 | -1% | -1.1% | -1% | -1% | -14% | 10µM* | 22%[38.3 µM]

Gathered by group: the compounds so far with bromine (two)
SMILES | L3MBTL1 block | Epigenetic reg | KinaseGlo FLuc | CBFb-RUNX1 inh | HTT aggregate | NPSR antag | IMPase Li inh
C=CCNc1sc(C(=O)c2ccc(Br)s2)c(N)c1C#N | . | 4.0% | -4% | 4% | 5% | -6%[46.1 µM] | 10%[38.3 µM]
CN(CC(=O)Nc1ccccc1[N+](=O)[O-])Cc1ccc(Br)cc1 | . | 0.0% | 3% | -29% | 0% | -16% | 12%

Complete entries from above. Screens in order: L3MBTL1 block	Epigenetic reg	KinaseGlo FLuc	CBFb-RUNX1 inh	HTT aggregate	NPSR antag	IMPase Li inh
Cc1cc(CN2CCN(CCC#N)CC2)c(O)c(C2(C)CCCCC2)c1 reads -1%	-1.1%	-1%	-1%	-14%	10µM*	22%[38.3 µM]
CN(CC(=O)Nc1ccccc1[N+](=O)[O-])Cc1ccc(Br)cc1 reads .	0.0%	3%	-29%	0%	-16%	12%

From PubChem BioAssay
